From PubChem BioAssay
MEKK2wt PB1 HTS – raises or lowers MEK5 binding to wildtype human MEKK2 PB1 domain. Q9Y2U5. bead flow cytometry, Alexa488-MEK5 binding to MEKK2 WT; actives lie on both sides. binding response (% of control), % at 10 µM. actives 1.1% (n = 290,000); in the data active = binding response below about 67% or above about 130%
MEKK2 mut-MEK5 – signal of MEK5 binding to mutant human MEKK2 PB1 domain. bead flow cytometry, Alexa488-MEK5 binding to MEKK2 mutant. percent response, % at 10 µM. actives 0.35% (n = 290,000). AID 1530; in the data active = percent response above about 24%, passing the limit was not always enough; note: inactives centre near 1; some results filed as inactive read as strong as hits; reference of the scale not given here
V1aR counter – V1a receptor agonism, counter-screen for OXTR agonists | P37288 | CHO-V1R cells, Fluo-8 calcium fluorescence, agonist mode; 0% DMSO, 100% 3 nM vasopressin | activation, % at 3 µM | actives 0.25% (n = 320,000);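 active = activation above the mean activation of all tested compounds plus 3 SD, per screening run, cut at about 20% in these data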;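 note: signal is peak over basal fluorescence ratio across a 100 second FLIPR read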
PHOSPHO1 block – PHOSPHO1 (human) inhibition. AID 1565. Q8TCT1. actives 1.1% (n = 290,000). recombinant PHOSPHO1, absorbance phosphatase assay. inhibition, % at 13.3 µM; in the data active = inhibition above about 60%
GPR7 antagonist – antagonists of human GPR7 (neuropeptides B/W receptor 1); actives 1.1% (n = 290,000); GPR7-expressing cells, fluorescence antagonist assay; AID 1861; P48145; inhibition, % at 4.4 µM; in the data active = inhibition above about 16%, passing the limit was not always enough;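 note: cells stimulated with the agonist NPW; 0% = agonist with vehicle and 100% = vehicle without agonist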
Target sequence (P48145 whole entry, looked up): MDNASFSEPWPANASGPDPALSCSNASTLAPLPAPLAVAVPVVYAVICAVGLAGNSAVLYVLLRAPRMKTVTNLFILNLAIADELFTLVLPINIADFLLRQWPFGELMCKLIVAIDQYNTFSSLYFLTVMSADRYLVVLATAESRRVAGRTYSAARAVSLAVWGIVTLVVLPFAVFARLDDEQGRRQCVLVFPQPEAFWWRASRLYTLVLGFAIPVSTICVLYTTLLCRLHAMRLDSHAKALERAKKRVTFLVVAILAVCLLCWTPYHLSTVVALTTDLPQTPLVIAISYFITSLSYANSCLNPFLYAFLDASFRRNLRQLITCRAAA
MEKK3 PB1 HTS – MEKK3-MEK5 PB1 interaction, increase or decrease; actives 1.4% (n = 290,000); bead-based flow cytometry, Alexa488-MEK5 binding to MEKK3; actives lie on both sides; 0 = blocked by unlabeled MEK5, 100 = vehicle; AID 1529; binding response (% of control), % at 10 µM; Q99759;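 active = binding response more than 3 SD above or below the average of its plate-row segment, actives on both sides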;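 note: Alexa488 bead fluorescence after subtracting the streptavidin-only scavenger bead signal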
GalR3 antag – blocks the human galanin receptor 3; HEK293 GalR3-CNG cAMP membrane potential fluorescence; galR3 body fused to GalR1 C-terminus; actives 0.44% (n = 360,000); inhibition, % at 3 µM; O60755;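 active = inhibition above the screen-wide average plus 3 SD, cut at about 13% in these data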;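 note: forskolin and galanin both at EC90 stimulate the cells; cAMP rise reported by CNG channel membrane potential dye signal; 0% = forskolin plus galanin with DMSO and 100% = forskolin alone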
Target sequence (O60755 1-299 limits assumed): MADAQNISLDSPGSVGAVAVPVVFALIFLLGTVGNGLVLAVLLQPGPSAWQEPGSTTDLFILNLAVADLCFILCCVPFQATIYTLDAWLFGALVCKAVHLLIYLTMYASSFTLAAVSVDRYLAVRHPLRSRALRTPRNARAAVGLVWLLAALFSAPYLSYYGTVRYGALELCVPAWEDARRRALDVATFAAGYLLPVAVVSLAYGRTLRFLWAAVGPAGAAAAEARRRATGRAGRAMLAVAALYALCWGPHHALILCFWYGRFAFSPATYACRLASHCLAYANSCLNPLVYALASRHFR
OXTR agonist – activates the human oxytocin receptor. actives 0.32% (n = 320,000). activation, % at 3 µM. CHO-OTR cells, Fluo-8 calcium fluorescence; normalized: DMSO 0%, oxytocin 100%. AID 2435;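 active = activation above the mean of all tested compounds plus 3 SD, cutoff set per screening run, cut at about 20% in these data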;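 note: peak over basal fluorescence ratio from a 100 s FLIPR kinetic read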
Target sequence (P30559 whole entry, looked up): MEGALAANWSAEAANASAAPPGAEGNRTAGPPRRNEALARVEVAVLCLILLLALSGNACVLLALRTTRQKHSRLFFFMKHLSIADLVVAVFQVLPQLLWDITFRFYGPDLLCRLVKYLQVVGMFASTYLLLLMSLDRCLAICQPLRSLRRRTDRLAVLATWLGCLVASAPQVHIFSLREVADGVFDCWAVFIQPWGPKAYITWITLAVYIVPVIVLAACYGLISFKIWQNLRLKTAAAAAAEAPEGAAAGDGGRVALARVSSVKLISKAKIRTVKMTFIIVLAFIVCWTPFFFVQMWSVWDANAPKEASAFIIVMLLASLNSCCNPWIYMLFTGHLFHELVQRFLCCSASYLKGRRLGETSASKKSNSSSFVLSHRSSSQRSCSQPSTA
NALP1 inh – inhibitors of NALP1 inflammasome in yeast; S. cerevisiae NALP1/ASC/caspase-1 growth, X-gal OD620, 72 h; inhibition, % at 10 µM; actives 0.61% (n = 280,000); AID 2071; in the data active = inhibition mostly above about 24%, no sharp cut-off; inactive = mostly below about 32%; note: some compounds called inactive have numbers as strong as hits
Starred values were filed as active, the others as inactive; i = inactive; nt = not tested or not shown.

The line under a structure holds: MEKK2wt PB1 HTS	MEKK2 mut-MEK5	V1aR counter	PHOSPHO1 block	GPR7 antagonist	MEKK3 PB1 HTS	GalR3 antag	OXTR agonist	NALP1 inh
CCOC(=O)CCn1c2nc(C)cc(C)c2c(=O)n1-c1ccccc1
    101	0	0.2	-18	-10	103	-5	-1.6	10
CCCCNC(=O)c1ccccc1NC(=O)CCSc1ccccc1
    94	-12	0.4	-7	-10	87	0	-2.5	34
CN1C(C(=O)NCc2cccc(C(F)(F)F)c2)CC2Cn3c(nc4cc5ccccc5cc43)C21 (configuration not stated)
    95	2	3.3	4	nt	96	-7	2.2	nt
CCN1CCN(C(=O)C2CCC(CNS(=O)(=O)c3ccc(NC(C)=O)cc3)CC2)CC1 (configuration not stated)
    97	0	1.3	-25	-18	102	-8	1.5	19
O=C(Nc1nonc1-c1ccc(Cl)cc1)c1ccccc1
    96	-1	-0.3	-26	-10	103	-3	-1.6	10
COc1ccc(NC(=O)CCN2CCN(S(=O)(=O)c3ccc(Br)cc3)CC2)cc1
    101	4	4.1	-15	14	98	-4	4.6	4
COC(=O)c1nc(-n2nc(C)cc2C)ccc1Cl
    105	3	-1.3	3	-2	101	-4	-1.7	-5
CSCc1ccc(C(=O)N2CCCC(Nc3ccc(F)cc3)C2)o1 (configuration not stated)
    103	7	9.0	33	-5	100	1	-1.4	10
Cc1cccc(Cn2c(N(C)CCO)nc3c2c(=O)[nH]c(=O)n3C)c1
    100	2	-0.1	-14	-5	103	2	-0.1	23
COc1ccc(-c2noc(-c3ccccc3C(=O)NCc3ccco3)n2)cc1OC
    nt	nt	0.3	13	2	nt	-7	0.5	-8
COC(=O)CN(C#N)c1nc(SC)nc(N(C)C)n1
    101	4	-0.2	-8	-10	101	-6	-0.7	25
COc1ccc(CN2CCNC(=O)C2CC(=O)N2CCCO2)c(OC)c1 (configuration not stated)
    96	-5	-0.6	14	-1	105	-5	-0.3	3
COc1ccc(S(=O)(=O)CCC(=O)N2CCN(c3cccc(Cl)c3)CC2)cc1
    101	11	8.1	12	0	101	-8	7.0	-5
Cc1cc(C)n(CC(C)NC(=O)CCc2nnc(CCc3ccccc3)o2)n1 (configuration not stated)
    102	7	-0.1	27	-13	104	-5	1.0	4
COc1ccc(OC)c(NC(=O)CSc2ncccc2C(=O)O)c1
    103	2	2.4	-10	-4	99	-4	-0.5	12
CCOCCCN(C(=O)CNC(=O)c1ccco1)C(C(=O)NC1CCCC1)c1ccccc1C (configuration not stated)
    107	6	-0.6	11	1	105	-5	-0.6	20
CCOc1ccc(C2CC(c3ccc(F)cc3)Nc3nc(N)nn32)cc1 (configuration not stated)
    105	1	0.6	-17	2	102	-1	0.6	14
Nc1ncc(N=Nc2cc(C(=O)O)ccc2Cl)s1
    65	-10	-0.4	25	-5	60	-6	-0.2	nt
CC(=O)Nc1ccc(S(=O)(=O)N2CCSC2c2ccccc2)cc1 (configuration not stated)
    102	1	3.2	0	-5	99	-2	3.3	7
COc1ccc(N(C)S(=O)(=O)c2c(C)[nH]c(=O)[nH]c2=O)c(OC)c1
    92	-3	0.3	21	-10	97	-2	0.6	-9
Cc1nn(-c2ccccc2)c2sc(C(=O)NNC(=O)COc3cccc4ccccc34)cc12
    85	-17	-1.0	46	20	83	-5	0.2	11
N#CC(C#N)=C1CCc2ccccc2N1
    101	2	0.0	1	-9	89	3	-0.2	-2
CCNS(=O)(=O)c1ccc(CCC(=O)NCc2cccnc2)cc1
    115	8	-0.2	nt	-16	110	-11	1.5	nt
Cc1ccccc1N/C(SCc1cccc(Br)c1)=C(/C#N)C(N)=O
    102	10	0.8	-12	-1	104	-10	-1.7	26
Cc1cc(C(=O)OCC(=O)Nc2ccc(S(N)(=O)=O)cc2)c2ccccc2n1
    nt	nt	6.0	16	4	nt	2	0.3	6
CSc1ccc(NC(=O)Nc2cccn(Cc3ccccc3)c2=O)cc1
    101	0	2.0	-3	-4	109	-10	1.8	0
CSCc1ccc(C(=O)Nc2cc(C)cc(C)c2)cc1
    104	1	-1.3	-16	3	103	-1	-2.1	52
CC1CCN(CCOCCOc2ccccc2-c2ccccc2)CC1
    102	1	5.7	7	14	102	1	2.4	30
Cc1ccc(OCc2cc(C(=O)N3CCN(CC(=O)NC(C)C)CC3)no2)cn1
    97	0	0.5	44	-4	97	2	1.0	-7
Nn1c(SCC(=O)Nc2c(F)cc(F)cc2Br)nnc1C1CCCCC1
    98	0	-0.1	26	-11	97	1	0.4	16

3 compounds from above with just OXTR agonist and MEKK2 mut-MEK5:
structure	OXTR agonist	MEKK2 mut-MEK5
N#CC(C#N)=C1CCc2ccccc2N1	-0.2	2
CCNS(=O)(=O)c1ccc(CCC(=O)NCc2cccnc2)cc1	1.5	8
Cc1ccccc1N/C(SCc1cccc(Br)c1)=C(/C#N)C(N)=O	-1.7	10

Additional compounds:
The line under a structure holds: MEKK2wt PB1 HTS	MEKK2 mut-MEK5	V1aR counter	PHOSPHO1 block	GPR7 antagonist	MEKK3 PB1 HTS	GalR3 antag	OXTR agonist	NALP1 inh
CCCOc1ccc(CCC(=O)N/N=C/c2ccncc2)cc1
    89	-28	1.0	28	0	84	-6	-1.3	-4
Cc1cc2cc(CCNC(=O)c3ccc(S(=O)(=O)N4CCOCC4)cc3)c(=O)[nH]c2cc1C
    110	-2	1.3	38	-14	111	nt	0.0	13
COc1ccc(NC(=S)N(CCCN2CCCCC2)Cc2cccs2)cc1
    105	0	1.2	-1	-7	101	0	0.5	16
Cc1ccc(-c2nnc(NCc3ccccc3)c3ccccc23)cc1
    98	-1	-0.7	7	-4	107	-3	-2.6	-5
CCCc1ccc(OCCNC(=O)C2CCCCC2)cc1
    105	6	1.7	51	-1	105	-4	-2.2	-3
Cc1cccc(CN2C(=O)N/C(=C/c3cc(C)n(-c4ccccn4)c3C)C2=O)c1
    82	-18	0.7	6	5	74	1	-1.2	23
NCCSC1CC(=O)N(c2ccc(F)cc2)C1=O (configuration not stated)
    109	1	-0.1	36	-13	105	-9	2.0	2
COc1ccc(N2CCN(c3ccc(N4C(=O)COCC4=O)cc3[N+](=O)[O-])CC2)cc1
    100	-1	5.1	0	-4	115	-4	4.5	20
Fc1ccc(NC(=S)NCc2ccccn2)cc1
    90	-5	-0.8	36	4	86	2	-0.4	-3
CCOc1ccc(-c2nnc3sc(COc4ccc(Cl)cc4)nn23)cc1
    103	3	0.1	6	4	103	0	-0.4	23
O=C(Nc1ccc(O)cc1)c1ccc(C(=O)c2ccccc2)o1
    106	7	0.1	29	-14	101	-7	0.3	12
Nc1nonc1-c1nc2ccccc2n1Cc1ccc(Cl)cc1
    101	4	0.5	-28	-10	107	-7	-0.7	24
CCN(CCn1cccn1)C(=O)CC1C(=O)NCCN1Cc1cccc(OC)c1OC (configuration not stated)
    87	-15	0.5	56	6	94	-1	-0.7	13
CCC(C)(C)c1ccc(OCC(=O)N(C)C)c(C(C)(C)CC)c1
    95	-5	-0.1	8	-13	92	-3	-1.2	0
CCN(CC)c1ccc(-n2c(C)c(C(C)=O)c(C(C)=O)c2C)cc1
    98	-1	7.7	-8	-1	98	-3	6.1	-2
Cc1cc(C(C)(C)C)cc(C)c1S(=O)(=O)N1CC(=O)Nc2ccccc21
    94	-14	-1.1	22	-18	93	8	-2.7	i
COc1cc(/C=C(/NC(C)=O)C(=O)O)cc(Cl)c1OCc1ccc(Br)cc1
    95	-5	0.4	3	0	99	-4	0.2	nt
CCOC(=O)c1c(C)n(C)c2ccc(OCC(O)Cn3nc(C)c(Br)c3C)cc12 (configuration not stated)
    101	3	-0.5	2	-5	116	0	-2.6	17
CC(=O)Nc1nnc(SCc2ccccc2F)s1
    94	-1	1.3	1	2	97	-1	3.0	3
Cc1ccc(C)c(NC(=O)CSc2ccc(-c3cccs3)nn2)c1
    102	9	1.4	10	-4	100	1	-0.8	24
CC(C)(C)C(=O)Nc1ccc2c(c1)OCCOCCOc1cc(NC(=O)C(C)(C)C)ccc1OCCOCCO2
    101	1	-0.3	6	-7	95	-10	-0.9	3
CC(=O)Oc1c(C)cc(Cl)cc1C(=O)Nc1ccc([N+](=O)[O-])cc1Cl
    96	-4	13	-7	25*	94	6	16	25
CCCCOc1ccc(CSC(=N)N)cc1[N+](=O)[O-]
    114	8	9.3	24	2	102	-3	15	10
OC1(C#Cc2c(-c3ccsc3)oc3ccc(N4CCOCC4)cc23)CCCCC1
    98	-5	-0.3	nt	nt	105	-5	-2.2	nt
CCOC(=O)c1ccc(-n2nc(C)cc2C)cc1
    97	3	-0.7	2	-7	100	-3	-3.7	22
Cc1cccc(C)c1Nc1nnc(SCC(=O)Nc2sccc2C#N)s1
    92	-1	2.7	-7	0	95	-1	-0.3	31
C/C=C(/C)C(=O)O[C@@H]1c2c(ccc3ccc(=O)oc23)O[C@@H]1C(C)(C)OC(C)=O
    92	2	-1.4	-1	-13	95	-8	-1.3	19
CN(C1CCCCC1)S(=O)(=O)c1cccc(C(=O)OCC(=O)NC2CCCc3ccccc32)c1 (configuration not stated)
    98	-3	-0.6	9	-2	95	-11	-1.1	33
COc1ccc(N=C2S/C(=C\c3ccc(C)s3)C(=O)N2CC(C)C)cc1
    106	11	0.7	19	-4	107	-2	-0.5	-3
CCOc1ccc(-c2ccc(SCC)nn2)cc1
    95	0	-0.2	8	6	81	nt	-0.6	11
CC(=O)N1N=C(c2ccc3nccnc3c2)CC1c1ccccc1 (configuration not stated)
    99	-2	0.0	26	-10	98	-7	1.6	10
COc1ccc(C2/C(=C(/O)c3ccc(C)cc3)C(=O)C(=O)N2CC2CCCO2)cc1OC (configuration not stated)
    97	-4	0.8	17	-8	97	-4	0.1	10
Cc1cc(C)nc(SCc2nnc(SCc3ccccc3Cl)o2)n1
    109	3	2.5	7	-6	114	-8	0.4	39
O=C(N/N=C/c1ccco1)c1cc(Br)ccc1OCc1ccccc1
    99	-1	-1.0	-4	2	109	-6	-1.7	20
COCCNC(=O)C(c1cccs1)N(Cc1cccs1)C(=O)Cn1nnc2ccccc21 (configuration not stated)
    106	0	0.7	-3	3	97	-3	-0.3	15
O=C(NCC(=O)N(Cc1cccs1)C(C(=O)NC1CCCCC1)c1cccnc1)c1ccco1 (configuration not stated)
    97	3	-0.1	-12	0	108	-3	-0.2	3
CC1CC(C)CN(C(=O)CSc2nnc(-c3ccco3)o2)C1 (configuration not stated)
    100	6	0.3	24	-8	98	-9	0.1	-5
Cc1ccn2c(C(=O)c3ccc(Cl)cc3)cnc2c1
    103	2	-0.3	11	21	98	-7	-2.1	-1
Cc1cccc(NC(=O)c2cnc3sccn3c2=O)c1C
    103	7	nt	-18	2	107	4	nt	27
COc1cccc(C(=O)NCc2ccc3c(c2)cc(C)n3C)c1
    94	2	1.7	32	-6	110	-5	0.8	-7
Cc1ccc(-c2[nH]c3cc(C(N)=O)ccc3c(=O)c2O)cc1
    97	1	1.0	31	nt	96	3	-0.3	-5
CCc1nnc(NS(=O)(=O)c2ccc(N3C(=O)C4CC=C(Cl)CC4C3=O)cc2)s1 (configuration not stated)
    96	0	0.5	5	-3	101	-6	0.8	-18
Cn1ncc(C#N)c1NC(=O)c1cc(-c2ccccc2Cl)on1
    102	2	3.1	12	3	101	-1	1.6	-4
